Screening data from PubChem.
p-CIP stab down: lowers stability of the mouse p/CIP coactivator protein | Q05BA5 | F442A p/CIP-EGFP cells, EGFP fluorescence, 16 h | decrease of EGFP signal, % at 10 µM | hit rate 0.01% among 290,000;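 active = EGFP signal decrease of at least 30% at 10 µM or well 3 SD below plate mean, unless failing retest; inactive = the rest, including hits failing retest or dose response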; note: some compounds called inactive have numbers as strong as hits; many of its hits are not listed in these tables
UBC9 SUMO inh: blocks human SUMOylation mediated by UBC9; P63279; HTRF SUMOylation assay, SAE1/SAE2 + UBC9, in vitro; inhibition, % at 35 µM; hit rate 0.36% among 290,000; AID 2006; in the data active = inhibition above about 50%, passing the limit was not always enough; note: strong numbers were not always called active
Target sequence (P63279 whole entry, looked up): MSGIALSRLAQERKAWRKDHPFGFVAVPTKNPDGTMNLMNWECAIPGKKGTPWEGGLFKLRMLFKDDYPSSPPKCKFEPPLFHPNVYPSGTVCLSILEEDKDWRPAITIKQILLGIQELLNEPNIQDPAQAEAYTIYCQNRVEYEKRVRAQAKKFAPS
M18AAP inhibitor: PfM18AAP enzyme inhibition. inhibition, % at 7.35 µM. recombinant PfM18AAP, H-Glu-NHMec fluorogenic cleavage. hit rate 1.2% among 290,000. AID 1822;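 active = inhibition above the campaign mean inhibition over all tested compounds plus 3 SD, cut at about 28% in these data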;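 note: 0% = plate median of test compound wells and 100% = 2 mM ZnCl2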
IDE cell inh: inhibits human insulin-degrading enzyme in HEK cells; P14735; FAbetaB cleavage, fluorescence polarization; inhibition, % at 5.59 µM; hit rate 0.41% among 320,000; AID 434962;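 active = percent inhibition above the average of all tested compounds plus 3 SD, set per screening campaign, cut at about 16% in these data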;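 note: IDE supplied by intact live HEK cells; FP after avidin binding of uncleaved biotin substrate so inhibition keeps polarization high; 0% = DMSO wells and 100% = 60 µM reference IDE inhibitor Ii1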
VIM-2 inh: inhibitors of Pseudomonas aeruginosa VIM-2 metallo-beta-lactamase; purified VIM-2, nitrocefin hydrolysis, epi-absorbance fluorescence; inhibition, % at 5.6 µM; hit rate 0.89% among 290,000;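 active = inhibition above the mean of all tested compounds plus 3 SD, cutoff set per screening run, cut at about 7.5% in these data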;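 note: red hydrolysis product quenches plate fluorescence so inhibitors raise well fluorescence; 0% = enzyme with DMSO and 100% = DMSO without enzyme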
NS3 helicase inh: inhibitors of Hepatitis C virus NS3 helicase. inhibition, % at 10.9 µM. NS3 helicase DNA unwinding, Cy5 molecular beacon fluorescence. hit rate 0.56% among 290,000. AID 1800;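 active = inhibition above the mean of all tested compounds plus 3 SD, set per campaign, cut at about 35% in these data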;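 note: 0% = DMSO wells and 100% = thioflavine S control wells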
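Compound dosing – single dose, 10.9 µM nominal final, DMSO 0.8% final · System – NS3 helicase fragment of HCV · Buffer or medium – MOPS pH 6.5, MgCl2, DTT, Tween20, BSA · Signal – Cy5 beacon fluorescence read at start and 1 h · Also added – annealed dual-labelled DNA beacon duplex, ATP-started · Schedule – 1 h at 25 °C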
IMP-1 inh: inhibitors of Pseudomonas aeruginosa IMP-1 metallo-beta-lactamase. purified IMP-1, nitrocefin hydrolysis, epi-absorbance fluorescence. hit rate 0.45% among 290,000. inhibition, % at 5.6 µM. AID 1556;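 active = inhibition above the mean plus 3 SD of all compounds in the same screening run, cut at about 4.5% in these data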;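 note: 0% = IMP-1 with DMSO and 100% = DMSO wells lacking enzyme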
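Test system: recombinant IMP-1 enzyme, purified / Medium: HEPES buffer pH 7.1 with ZnSO4 and Brij 35 / Doses: single dose, 5.6 µM / Times: 25 °C, 15 min preincubation, 25 min reaction / Detection: Epi-absorbance via hydrolysed-nitrocefin quenching of white-plate fluorescence, 480/530 nm, EDTA stop / Evaluation: percent inhibition from optical density relative to buffer-blank wells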
IDE act: boosts human insulin-degrading enzyme activity in HEK cells | hit rate 0.073% among 340,000 | AID 493087 | P14735 | FAbeta-B cleavage, fluorescence polarization; 0% vehicle, 100% cell-free pure enzyme wells | activation, % at 5.96 µM;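 active = activation above the mean of all tested compounds plus 3 SD, set per screening campaign, cut at about 17% in these data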
DNA FID counter: fluorescent intercalator displacement, NS3 helicase counter-screen; DNA fluorescent intercalator displacement, fluorescence; inhibition, % at 7.9 µM; hit rate 0.17% among 290,000; AID 1845; in the data active = inhibition above about 37%;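 note: 0% = vehicle and 100% = reference compound; higher means more ethidium bromide displaced from hairpin DNA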
The depositor's hits bear a star; . = no result given; & = joins results of further samples.

1: CCCSc1nsc(SCCC)c1C(N)=O
2: COc1ccc(-c2cc(C(F)(F)F)nc(SCCC(=O)N3CCCC3)n2)cc1
3: Cc1cccc(OCc2nc(-c3cccnc3)no2)c1
4: Cc1c(CCOC(=O)CC23CC4CC(CC(C)(C4)C2)C3)sc[n+]1Cc1ccc([N+](=O)[O-])cc1
5: Cc1ccc(-c2nnc3n2N=C(c2ccccc2Br)CS3)cc1
6: Cc1cc(C)n2nc(C(=O)NCCc3ccccc3)nc2n1
7: CCOc1ccc(N(CC(=O)NC2CCCCC2)C(=O)CCCC(=O)Nc2ccccn2)cc1
8: COc1cc(Nc2ccccn2)cc(C(=O)Nc2cccc(C(F)(F)F)c2)c1

Assay by compound	1	2	3	4	5	6	7	8
p-CIP stab down	3	-5	-8	-8	0	-6	-14	-6
UBC9 SUMO inh	8	13	7	-4	4	15	14	13
M18AAP inhibitor	3	8	3	-3	-2	8	-9	.
IDE cell inh	2	1	12	4	-3	10	-2	2
VIM-2 inh	-2.4	-0.7	0.3	-4.6	-2.0	2.7	-1.6	.
NS3 helicase inh	1	2	-1	-75	-2	10	-6	.
IMP-1 inh	-0.3	-0.5	-2.0	-1.6	-3.0	-1.5	-1.6	.
IDE act	3	2	3	3&-7	-5	-1	6	1
DNA FID counter	4	3	-5	34	-13	-4	-38	.

Profiles, quoted from the list. Order of screens: p-CIP stab down	UBC9 SUMO inh	M18AAP inhibitor	IDE cell inh	VIM-2 inh	NS3 helicase inh	IMP-1 inh	IDE act	DNA FID counter
Profile of Cc1c(CCOC(=O)CC23CC4CC(CC(C)(C4)C2)C3)sc[n+]1Cc1ccc([N+](=O)[O-])cc1 → -8	-4	-3	4	-4.6	-75	-1.6	3&-7	34
Profile of Cc1cccc(OCc2nc(-c3cccnc3)no2)c1 → -8	7	3	12	0.3	-1	-2.0	3	-5
Profile of COc1cc(Nc2ccccn2)cc(C(=O)Nc2cccc(C(F)(F)F)c2)c1 → -6	13	.	2	.	.	.	1	.

Next part
9: Cc1cnc(CNC(=O)c2ccc3oc(Cc4ccc(Cl)cc4)nc3c2)cn1
10: C=CCn1ccc2c([N+](=O)[O-])cccc2c1=O
11: CC(CCc1ccccc1)NC(=O)c1cncc(Br)c1 (stereo unspecified)
12: OC(CNCc1ccccc1)COCc1ccc(Cl)cc1 (stereo unspecified)
13: CN(C)CCCNC(=O)c1cc(C(=O)Cc2ccc(Cl)cc2)c[nH]1
14: CCn1c(SCC(=O)Nc2nc(C)cs2)nnc1-c1cccnc1
15: CCOC(=O)NC(Nc1nnc(C)s1)(C(=O)OCC)C(F)(F)F (stereo unspecified)
16: COc1cc(S(=O)(=O)Nc2ccc(C(=O)NCC(=O)O)cc2)ccc1NC(C)=O

Assay by compound	9	10	11	12	13	14	15	16
p-CIP stab down	-5	-3	-4	-8	-4	9	-9	-3
UBC9 SUMO inh	-12	8	2	-7	3	26	10	7
M18AAP inhibitor	-3	-15	-5	1	2	-10	-4	2
IDE cell inh	-8	-2	-5	2	2	-2	2	6
VIM-2 inh	-0.1	2.5	-3.3	-5.0	7.0	-0.1	-1.3	-3.9
NS3 helicase inh	16	1	4	-3	-10	-6	1	-6
IMP-1 inh	0.4	-4.4	-3.0	-1.5	-6.1	-4.4	0.5	-3.9
IDE act	3	2	-2	2	0	-1	-2	2
DNA FID counter	-44	0	-5	9	9	-10	-1	6

Some values from the entries so far:
entry 12 in UBC9 SUMO inh reads -7
entry 11 in IMP-1 inh reads -3.0
entry 10 in IDE cell inh reads -2
entry 14 in IMP-1 inh reads -4.4

(cont.)
17: CCN(CC)Cc1cc(O)c(CN(CC)CC)cc1O
18: COCCNC(=O)c1cn(Cc2c(F)cccc2Cl)nn1
19: CC(C)(C)c1ccc(C(=O)NCCCNC(=O)c2ccccn2)cc1
20: COc1cc(C(=O)NCCC2=CCCCC2)cc(OC)c1OC
21: Cc1ccccc1S(=O)(=O)NCC1CCCO1 (stereo unspecified)
22: NS(=O)(=O)c1ccc(N2CCN(CCOc3ccc(Cl)cc3)CC2)nc1
23: COC(=O)CN1C(=S)N(c2ccc(Cl)cc2)C(=O)C1CC(=O)Nc1ccc(Cl)cc1 (stereo unspecified)
24: COc1ccc(C2=CSC3=NCCN23)cc1Cl

Assay by compound	17	18	19	20	21	22	23	24
p-CIP stab down	-8	-18	-6	-2	0	-9	9	-8
UBC9 SUMO inh	42	-6	13	6	2	-2	-12	12
M18AAP inhibitor	29*	-17	-14	0	-8	-2	-7	-1
IDE cell inh	.	6	-9	3	-2	-2	6	9
VIM-2 inh	-0.4	-1.1	-0.6	1.7	-0.9	0.4	-0.3	-1.0
NS3 helicase inh	17	0	3	3	4	0	-44	-8
IMP-1 inh	-0.4	-1.6	-2.2	-0.4	-1.1	2.2	-2.2	-2.7
IDE act	-1	4	1	3	1	-3	-3	1
DNA FID counter	-4	3	-32	-20	-5	-10	8	7

25: CC(C)(C)C(=O)Nc1ccc2c(c1)OCCOCCOc1cc(NC(=O)C(C)(C)C)ccc1OCCOCCO2
26: c1ccc(Oc2ccc3ccccc3n2)cc1
27: COCCCN1C(=O)c2ccc(C(=O)N3CCN(c4ccccc4OC)CC3)cc2C1=O
28: COc1ccc(-n2nnc3c(=O)n(CC(=O)OCc4ccccc4)cnc32)cc1
29: Cc1ccc(-c2cc(C(=O)NC3=NCCS3)c3cc(Br)ccc3n2)o1
30: Cc1cc(Cl)ccc1Oc1cccc(C(=O)/C(C#N)=C/N(C)C)c1
31: COc1cc(NC(=O)CCS(=O)(=O)c2ccc3nc(C)sc3c2)cc(OC)c1OC
32: COc1ccc(N2CCN(C3CCCN(C(=O)CCN4CCCCO4)C3)CC2)cc1 (stereo unspecified)

Assay by compound	25	26	27	28	29	30	31	32
p-CIP stab down	-4	-1	-4	-5	-6	-2	5	-6
UBC9 SUMO inh	4	2	23	3	3	18	0	4
M18AAP inhibitor	3	4	0	3	0	11	-14	5
IDE cell inh	0	-4	0	3	5	2	8	.
VIM-2 inh	-4.5	-2.1	-2.1	-0.1	2.3	-1.2	1.6	-1.5
NS3 helicase inh	-2	-6	-11	-3	19	-11	3	1
IMP-1 inh	-4.2	-1.6	-2.0	-1.9	-1.5	-2.5	-1.3	-2.6
IDE act	6	8	-3	3	.	-2	4	3
DNA FID counter	-25	0	-48	3	0	-35	-5	-19

33: O=C(Cn1cc(C(F)(F)F)ccc1=O)Nc1ccccc1
34: COc1ccc(C2/C=C\CN(CC3CC3)CC(=O)N2Cc2ccc(F)cc2)cc1 (stereo unspecified)
35: CCOC(=O)C1C(=O)C(C(=O)OCC)C(c2cccnc2)NC1c1cccnc1 (stereo unspecified)
36: COc1ccc(C(=O)NCc2ccccc2OC)cc1
37: O=C(NCc1cccc(C(F)(F)F)c1)c1cc(Cl)cc(Cl)c1
38: N#CCCN(Cc1cccnc1)C(=S)NC(=O)c1ccc(S(=O)(=O)N2CCCC2)cc1
39: CCN(CC(=O)NC(=O)NCc1ccccc1)Cc1ccccc1
40: CCN(CC(=O)Nc1ccc(C(C)=O)cc1)CC(=O)Nc1ccccc1C(F)(F)F

Assay by compound	33	34	35	36	37	38	39	40
p-CIP stab down	-13	-9	-13	4	-7	-6	1	-2
UBC9 SUMO inh	8	3	22	-9	-19	-2	6	-10
M18AAP inhibitor	-3	.	-15	1	4	6	-4	-1
IDE cell inh	-2	4	2	-6	8	-1	0	2
VIM-2 inh	-2.3	.	-2.6	-2.2	-2.0	-3.1	-1.3	-3.5
NS3 helicase inh	-10	.	13	0	6	1	-2	4
IMP-1 inh	-1.7	.	-4.6	-0.4	-2.5	-4.0	-2.0	-3.0
IDE act	10	-2	2	-7	-3	-1	1	0
DNA FID counter	-5	.	-14	-5	-1	-23	-19	-15

41: CCCCn1nnc(NC(=S)NC(=O)c2ccc(OCC)c([N+](=O)[O-])c2)n1
42: CCN(CC)S(=O)(=O)c1cc([N+](=O)[O-])ccc1N=Nc1c(O)n(C)c2ccccc12
43: CCOC(=O)C1C2C=CC3(CN(Cc4cccs4)C(=O)C13)O2 (stereo unspecified)
44: CC1(C)Oc2ccc3ccc(=O)oc3c2C(/C=N/O)C1=O (stereo unspecified)
45: O=C1OC(Oc2ccccc2)(c2ccccc2)c2ccccc21 (stereo unspecified)
46: COc1ccc([C@@H]2Sc3ccccc3N(CCN(C)C)C(=O)[C@@H]2OC(C)=O)cc1
47: COc1ccc(/C=C2\CCn3c2nc2cc(C(=O)O)ccc2c3=O)cc1
48: CSCC[C@H](NC(=O)Nc1cccc(C(F)(F)F)c1)C(=O)O

Assay by compound	41	42	43	44	45	46	47	48
p-CIP stab down	1	6	-10	-9	-1	-16	-4	12
UBC9 SUMO inh	-3	2	18	-1	0	7	10	7
M18AAP inhibitor	4	-4	6	6	-5	-6	-8	0
IDE cell inh	5	1	4	8	-2	-4	5	-2
VIM-2 inh	-5.8	-0.2	-2.2	-3.0	0.1	0.7	-1.0	-1.7
NS3 helicase inh	-3	10	0	1	3	-7	16	4
IMP-1 inh	-4.3	-0.3	-3.3	-3.8	-0.6	-2.3	-2.3	-2.4
IDE act	-16	7	0	4	5	4	0	6
DNA FID counter	-6	3	-6	-7	-5	6	-17	-3

49: Nc1ccc(C(=O)N/N=C/c2cn(Cc3cccc(F)c3)c3ccccc23)cc1
50: CC(=O)n1cc(/C=C2/N=C(c3ccccc3)OC2=O)c2ccccc21
51: CC(C)=NNc1nc(-c2ccc(N3C(=O)CCC3=O)cc2)cs1
52: COc1ccc(C(=O)Nc2cc(C(C)=O)c(/C=C/N(C)C)oc2=O)cc1
53: COc1ccc2[nH]c3c(c2c1)CCN1C(=O)N([C@@H](C)C(=O)NC2CC2)C(=O)[C@]31C
54: O=C(OCc1cc(Cl)ccc1OC(F)F)c1cccnc1
55: CN(Cc1cn(C)nc1-c1cccc(Cl)c1)CC1CCCCO1 (stereo unspecified)
56: CNC(=S)Nc1ccc2nc(C)oc2c1
57: Cc1cccc2cc(C#N)c(NCCNS(=O)(=O)c3ccccc3)nc12
58: COC(=O)NCc1ccc(S(=O)(=O)N2CCOCC2)cc1
59: O=[N+]([O-])c1cc(S(=O)(=O)Nc2cccc(C(F)(F)F)c2)ccc1-n1nnc2ccccc21

Assay by compound	49	50	51	52	53	54	55	56	57	58	59
p-CIP stab down	-7	4	-8	-69	-7	13	1	1	-6	-3	-21
UBC9 SUMO inh	-12	8	14	-12	25	7	11	12	4	8	-11
M18AAP inhibitor	0	-3	28*	-5	-3	-6	6	-4	0	-10	1
IDE cell inh	.	4	-2	10	1	5	3	9	6	6	0
VIM-2 inh	-1.7	-1.6	-2.3	1.0	-3.8	-0.3	2.5	1.4	-1.1	-0.7	-0.3
NS3 helicase inh	-17	25	10	26	-4	-3	-3	-9	-2	-5	-6
IMP-1 inh	-2.8	-4.5	-4.8	-0.2	-3.9	-0.7	0.4	-0.5	-1.7	-3.2	-0.1
IDE act	2	1	6	-25	-3	4	3	3	4	0	6
DNA FID counter	-18	-18	-14	-16	-17	-8	17	4	-2	-1	-3
